Source: PubChem (Small Molecule Screening Facility, UW Madison)
RMI FANCM FP: inhibitors of human RMI core complex binding to FANCM MM2 | Fluorescence polarization, RMI core complex with F-MM2 peptide; hits give low values | FP signal (polarization) at 33 µM | 0.58% of 70,000 active | AID 1159607; in the data active = FP signal below about 40; also: inactives centre near 61; strong numbers were not always called active; unit not given here
* marks the source's active call; other numbers are inactive results; & = joins results of further samples. Some of the compounds tested, so the mix of outcomes need not match the whole.

molecule	RMI FANCM FP
CC(=O)Nc1ccc(S(=O)(=O)N2CCc3ccccc3C2)cc1	60
O=C(O)C1CCCC1C(=O)O (stereo unspecified)	62
O=C(O)C1C2C=CC(C2)C1C(=O)Nc1ccc(-c2csnn2)cc1 (stereo unspecified)	59&55
S=c1[nH]nc(COc2ccc(Cl)cc2)n1-c1ccc(Br)cc1	57
CC(C)c1ccc(S(=O)(=O)NCCCc2ccc(N(C)C)cc2)cc1	70
C[C@]12CC[C@@H]3c4ccc(O)cc4CC[C@H]3[C@@H]1CC[C@@H]2O	59&60&57
O=C(NCC(c1ccsc1)N1CCOCC1)c1ccco1 (stereo unspecified)	55
O=S(=O)(c1ccccc1F)N1CCN(S(=O)(=O)c2ccccc2F)CC1	62
FC(F)(F)c1cccc(Nc2nc3ccc(Br)cc3c(-c3ccccc3)c2-c2cc(-c3ccccc3)c3cc(Br)ccc3n2)c1	54
O=C(NCCc1c[nH]c2ccccc12)c1cccs1	61

(listing goes on)
molecule	RMI FANCM FP
O=C(NCC(c1cccs1)S(=O)(=O)c1cccs1)Nc1cccc(Cl)c1 (stereo unspecified)	52
COc1cccc2sc(NC(=O)c3ccccc3F)nc12	63
COC(=O)c1scc(C)c1N1C(=O)c2ccccc2C1=O	53
CN1CCN(CC(=O)C23CC4CCC(CC(C4)C2)C3)CC1	69
Cc1[nH]nc2nc3ccc(Cl)cc3c(-c3ccccc3)c12	57
CSc1cccc(NC(=O)NCCN2CCNC2=O)c1	54
Cc1cc(C(=O)Oc2ccc3ccccc3c2)ccc1[N+](=O)[O-]	54
Cc1ccc2c(c1)OCC(=O)N2Cc1nc(-c2cccc(Cl)c2)no1	80
COc1ccc2ccccc2c1C1N(c2ccc(F)cc2)C(=O)C2CCCN21 (stereo unspecified)	108
CCOc1ccccc1-c1noc(Cn2c(=O)n(C(C)C)c(=O)c3ccccc32)n1	68

Rewritten with the structure last: part of the list above.
| RMI FANCM FP | Compound |
| --- | --- |
| 68 | CCOc1ccccc1-c1noc(Cn2c(=O)n(C(C)C)c(=O)c3ccccc32)n1 |
| 63 | COc1cccc2sc(NC(=O)c3ccccc3F)nc12 |
| 53 | COC(=O)c1scc(C)c1N1C(=O)c2ccccc2C1=O |
| 54 | Cc1cc(C(=O)Oc2ccc3ccccc3c2)ccc1[N+](=O)[O-] |

Next compounds:
molecule	RMI FANCM FP
COC(=O)c1ccc2c(=O)n(CCC(=O)NCc3cccs3)c(=S)[nH]c2c1	94
C/C(=N/O)C(C)(C)Nc1ccc2c(c1)OCO2	41
Cc1ccc(CC(=O)Nc2nnc(-c3ccccc3Cl)o2)cc1	62
COc1ccc2sc(N(CCCN(C)C)C(=O)c3ccc(S(=O)(=O)N4CCCc5ccccc54)cc3)nc2c1	128
COn1c(C)c(C(C)=O)c2c3nonc3ccc21	57
O=C1C2C3c4ccccc4C(c4ccccc43)C2C(=O)N1c1cccnc1 (stereo unspecified)	59
Cc1ccc(-c2csc(NC(=O)c3ccc([N+](=O)[O-])cc3)n2)c(C)c1	44
COc1cc2c(cc1O[C@@H]1O[C@H](CO)[C@@H](O)[C@H](O)[C@H]1O)CCN1CC=C3C=C[C@@H](OC)CC321 (stereo partly specified)	49
CC(C)(C)c1ccc(S(=O)(=O)N2CCN(c3ccccc3F)CC2)cc1	74
COc1ccc(OC)c(-c2csc(NC(=O)c3cc(Cl)ccc3[N+](=O)[O-])n2)c1	57

More records follow:
molecule	RMI FANCM FP
COc1ccc2[nH]c(C(=O)Nc3nc4ccccc4s3)cc2c1	59
COc1ccc(Cl)cc1NC(=O)Cn1nc(-c2ccco2)ccc1=O	55
Cc1nnc2sc(SCC(=O)Nc3ccc(Br)cc3)nn2c1=O	60
CC(C)=CCCC(C)[C@@H]1CC[C@]2(C)C3=C(CC[C@@]12C)C1(C)CC[C@H](O)C(C)(C)C1CC3 (stereo partly specified)	55
Cc1ccn2c(=O)c(C(=O)Nc3nc(C)cs3)cnc2c1	75
O=C(Cc1csc(SCC(=O)Nc2ccc(F)cc2)n1)NCc1ccccn1	54
CCCCC(=O)Nc1nc2c(C)cc(C)cc2s1	57
O=S(=O)(Sc1ccc(Cl)cc1)c1ccc(Cl)cc1	60
COc1ccc(C(=O)c2ccccc2)c(O)c1O	57
Cc1[nH]c2ccccc2c1N=Nc1cccnc1	59

(more compounds)
molecule	RMI FANCM FP
Cc1ccc(C(=O)NCCCN2CCN(c3ccccc3)CC2)cc1C	67
O=C(O)C1=C(C(=O)NC2CCCc3ccccc32)SCCS1 (stereo unspecified)	54
COc1ccc(CCC(=O)NCC(c2ccsc2)N2CCOCC2)cc1 (stereo unspecified)	54
CCN(CC)S(=O)(=O)c1ccc(C(=O)Nc2c(C)nc3scc(C)n3c2=O)cc1	72
O=C(NCC1CCN(Cc2cccs2)CC1)c1ccccc1Cl	74
COc1ccc(CCC(=O)NCCn2ncc3c(NCc4ccc(F)cc4)ncnc32)cc1	63
Cc1cc(C)cc(C(=O)Nc2ccc(-c3ccc4nnc(-c5ccccn5)n4n3)cc2)c1	73
O=C(CSc1ccc2ccccc2n1)c1ccc2c(c1)OCO2	88
COc1cc([C@@H]2c3cc4c(cc3C(OC3O[C@@H]5COC(C)O[C@H]5[C@H](O)[C@H]3O)C3COC(=O)[C@@H]32)OCO4)cc(OC)c1O (stereo partly specified)	56
CCOC(=O)c1ccc(NC(=O)CSc2nccn3nc(-c4ccc(OC)cc4)cc23)cc1	99

Following part:
molecule	RMI FANCM FP
CCOC(=O)CC(=O)CSc1ncnc2c1cnn2-c1ccc(F)cc1	58
CCC(C(=O)NCCOc1ccc(F)cc1)c1ccccc1 (stereo unspecified)	61
O=C(CSC(=S)N1CCOCC1)c1ccc(Cl)cc1	60
OC(CSc1nncn1-c1ccccc1)C(F)(F)F (stereo unspecified)	55
CCS(=O)(=O)NCCc1cn2ccccc2n1	55
CCOC(=O)C(=C/C=C(/c1ccccc1)N(C)C)C(=O)OCC	59
Cc1ccc(S(=O)(=O)Nc2ccccc2C(=O)Nc2ccc(-c3nc4ccc(C)cc4s3)cc2)cc1	62
O=C(Cn1nc2ccc(SCc3ccc(Cl)cc3)nn2c1=O)Nc1ccccc1C(F)(F)F	111
COC(=O)c1scc(C)c1NC(=S)OC	54
CCOC(=O)Cc1csc(NC(=O)c2ccc(Cl)c([N+](=O)[O-])c2)n1	55

Remaining list, next part:
molecule	RMI FANCM FP
Cc1ccc(CC(=O)Nc2nc3ccc(Br)cc3s2)cc1C	86
O=C(CN1C(=O)CCC1=O)Nc1ccc(-c2nc3ccccc3s2)c(O)c1	51
COc1cc(/C=C2\SC(=S)N(c3ccccc3)C2=O)ccc1OCC(=O)Nc1nccs1	63
CCOC(=O)N1CCC(NS(=O)(=O)c2ccc(Cl)s2)CC1	33
COc1ccc2oc(-c3csc(NC(=O)c4ccccc4Br)n3)cc2c1	65
CCOC(=O)c1[nH]c2ccccc2c1NC(=O)c1ccc(C)c(C)c1	59
Cc1onc(-c2ccccc2)c1C(=O)NC(=N)c1ccc(Cl)cc1	60
CC(C)c1ccc(-c2csc(NC(=O)c3cccc([N+](=O)[O-])c3)n2)cc1	54
COc1ccc(C(CC(=O)c2ccc(C)cc2)Sc2ccccc2N)cc1OC (stereo unspecified)	60
COC(=O)C1=C(NC(=O)c2ccc(OC)c(OC)c2)CCS1	64

(continued)
molecule	RMI FANCM FP
O=C(CSc1ccc(NC(=O)C2CC2)nn1)c1ccc(Cl)cc1	67
Cc1cc(C)cc(NC(=O)CS(=O)(=O)c2cn(CC(=O)N3CCCC3)c3ccccc23)c1	58
O=C(CS(=O)(=O)c1cn(Cc2ccc(Cl)cc2)c2ccccc12)Nc1nccs1	77
CSc1nc(N2CCOCC2)c2cnn(CCNC(=O)c3ccccc3F)c2n1	57
CCOC(=O)c1cc2c(C)n(-c3ccc(OCC)cc3)c(C)c2cc(C(=O)OCC)c1=O	49
CCOC(=O)/C(C#N)=C\c1ccc(N2CCN(CCN3C(=O)c4cccc5cccc(c45)C3=O)CC2)cc1	76
Cc1ccc(C(C)NC(=O)c2ccccc2C(=O)NC(C)c2ccc(C)cc2C)c(C)c1 (stereo unspecified)	57
Cc1cccc(NC(=O)c2ccccc2NC(=O)c2ccccc2)n1	46
COc1ccc(Br)cc1S(=O)(=O)NCc1ccccn1	62
C/C(=N/NC(=O)CCn1c2ccccc2c2ccccc21)c1ccco1	60

Going on with the list:
molecule	RMI FANCM FP
COc1ccc(NC(=O)C(=O)NCCc2ccc3c(c2)CCCN3C)cc1	59
O=C(c1ccccc1F)N1CCN(c2ccc(-c3ccc4c(c3)OCO4)nn2)CC1	71
NC(=O)C1Cc2ccccc2N1C(=O)c1cccs1 (stereo unspecified)	53
CCOC(=O)C(C#N)C1(c2c(C)[nH]n(-c3ccccc3)c2=O)C(=O)N(c2ccccc2)N=C1C (stereo unspecified)	41
Cc1ccc(NC(=O)C(=O)NCC2CCN(Cc3ccccc3)CC2)cc1F	72
Cn1c(SCCCNc2ccc(S(C)(=O)=O)cc2[N+](=O)[O-])nnc1-c1ccc2c(c1)OCO2	63
O=C(CCCn1nc(-c2ccc(F)cc2)ccc1=O)Nc1ccc(C(F)(F)F)cc1	62
O=S(=O)(NCc1nc(-c2ccc(C(F)(F)F)cc2)no1)c1cccs1	57
Cc1ccc(C(=O)CSc2ccc(C(F)(F)F)cn2)cc1	56
COc1ccc(NC(=O)Cn2c(C)cc(C)c(S(=O)(=O)c3ccc(C)cc3)c2=O)cc1Cl	97

Next section.
molecule	RMI FANCM FP
O=C(/C=C\c1ccccc1)NNC(=O)c1ccc(=O)n(Cc2ccccc2)c1	61
Nc1cccc(-c2csc(-c3ccccc3)n2)c1	72
Cc1cccc(NC(=O)c2ccc(=O)n(C)n2)n1	62
COc1cc(-c2nnc(NC(=O)/C=C/c3ccccc3Cl)o2)cc(OC)c1OC	59
O=C(CCCSc1ccc(NC(=O)c2cccs2)nn1)NCC1CCCO1 (stereo unspecified)	62
COc1ccc(Cl)cc1S(=O)(=O)Oc1ccccc1NC(C)=O	61
N=C(N)SCCc1ccc(CCSC(=N)N)cc1	65
CCCN1CCCc2cc(CCNC(=O)C(=O)Nc3cccc(OC)c3)ccc21	68
COc1ccc(C(=O)N2CCOC2CNC(=O)C(=O)NCc2ccccc2Cl)cc1 (stereo unspecified)	63
Cc1cc(C)c(C#N)c(SS(=O)(=O)c2nc(C)cc(C)c2C#N)n1	62

Additional structures:
molecule	RMI FANCM FP
O=C(NCCCN1CCCC1=O)C(=O)Nc1ccc(F)c([N+](=O)[O-])c1	52
CC(=O)C(Sc1ccc2nnc(-c3ccc(C)cc3)n2n1)C(C)=O	62
O=C(O)c1nc(-c2ccccc2)n(-c2ccccc2)n1	54
N[C@H](CO)C(=O)O	49
O=C(NCc1nnnn1-c1ccc(Cl)cc1)NC1CCCCC1	57
O=C(Nc1cccc2ccccc12)c1ccc(S(=O)(=O)N2CCCCC2)cc1	49
COc1cc(C)c(S(=O)(=O)Nc2cccc(-c3ccc(N4CCCC4)nn3)c2)cc1C	58
O=C(O)c1c(N2CCCCC2)ccc([N+](=O)[O-])c1N1CCCCC1	46
COc1ccc(N2CCCS2(=O)=O)cc1NC(=O)COc1ccccc1C	56
CC1(C(=O)Nc2ncc(Cc3ccc(Br)cc3)s2)Cc2ccccc2C(=O)O1 (stereo unspecified)	102

5 compounds out of the list above, sorted by their value in RMI FANCM FP, smallest number first:
molecule	RMI FANCM FP
O=C(NCCCN1CCCC1=O)C(=O)Nc1ccc(F)c([N+](=O)[O-])c1	52
O=C(O)c1nc(-c2ccccc2)n(-c2ccccc2)n1	54
O=C(NCc1nnnn1-c1ccc(Cl)cc1)NC1CCCCC1	57
COc1cc(C)c(S(=O)(=O)Nc2cccc(-c3ccc(N4CCCC4)nn3)c2)cc1C	58
CC(=O)C(Sc1ccc2nnc(-c3ccc(C)cc3)n2n1)C(C)=O	62

Continuation.
molecule	RMI FANCM FP
O=C(Cc1cc(-c2ccccc2)on1)Nc1cccnc1	69
COC(=O)c1c(C)[nH]c(C)c1/C=N\OC(=O)c1ccccc1	54
O=C(CSc1ncc(-c2ccccc2)[nH]1)Nc1nc2ccccc2s1	66
COc1ccc(C(=S)N2CCN(C(=S)c3cccc(Br)c3)CC2)cc1	55
COc1ccccc1N1CC(C(=O)O)CC1=O (stereo unspecified)	58
N#CCc1cccc(OCc2ccccc2)c1	56
O=C(CN1CCN(Cc2nc(-c3ccco3)cs2)CC1)NCc1ccccc1	55
CS(=O)(=O)N1CCC(C(=O)Nc2nc(-c3ccc(-c4ccccc4)cc3)cs2)CC1	81
Cc1nc(C)c(-c2nnc(-c3ccc(C(F)(F)F)cc3)o2)s1	51
Cc1[nH]c2ccccc2c1C(=O)C(=O)NCc1cc(-c2ccccc2)on1	55

More results follow:
molecule	RMI FANCM FP
Cc1cccc(S(=O)(=O)N2CCN(C(=O)c3ccco3)CC2)c1	52
O=C(/C=C/c1cccc2ccccc12)N1CCCCC1	55
CN(C)c1ccc(C2=C([O-])C(=C3C=CC(=[N+](C)C)C=C3)C2=O)cc1	61
NS(=O)(=O)c1ccc(NC(=O)c2ccc(=O)n(Cc3cccc(F)c3)n2)cc1	60
CCOc1ccc(-c2ccc(=O)n(CC(=O)Nc3ccc(F)c([N+](=O)[O-])c3)n2)cc1	52
CSc1n[nH]c(=O)c2cc(C)nn12	53
CC(=O)Nc1cccc(NC(=O)Cn2nc(-c3ccc(C)cc3)c3sc(C)nc3c2=O)c1	57
O=C(CS(=O)(=O)c1ccc2c(c1)S(=O)(=O)N=CN2)N1CCCCCC1	60
CC(C)(C)OC(=O)NCC(=O)NNC(=S)Nc1ccccc1	55
CSc1cccc(-n2nnc(C(=O)OCc3ccc(Cl)cc3)c2C)c1	58
